# ARNT TACC3 PPI: disruptors of human ARNT/TACC3 interaction. inhibition, % at 9.99 µM. AlphaScreen His-ARNT PAS-B/GST-TACC3 binding, luminescence; TACC3 fragment carries E629A point mutation. Q9Y6A5. hit rate 0.66% among 390,000. AID 623870;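 active means mean inhibition of replicates at least 50% and at least half of replicates each reaching 50%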;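 further: 0% = complete ARNT plus TACC3 wells and 100% = ARNT alone without TACC3; many hits fall short of the cut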
# PglD DTNB: blocks C. jejuni PglD acetyltransferase activity. inhibition, % at 12.5 µM. AID 602405. purified PglD enzyme, DTNB colorimetric CoA detection. hit rate 0.098% among 360,000; in the data active means inhibition above about 16%, passing the limit was not always enough; further: strong numbers were not always called active
# INS-1E GSIS act: primary screen for activators of insulin secretion dependent on glucose, INS-1E cells, GLuc reporter luminescence; INS-1E GLuc reporter insulin secretion, 2-3 h; activation, % at 16.6 µM; AID 743287; hit rate 0.61% among 370,000;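 active means lowest replicate activation of at least 40%, so every replicate reaches that level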;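 further: 0% = median of neutral control wells and 100% = median of IBMX positive control wells; some compounds called inactive have numbers as strong as hits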
# Cneo AK release: Cryptococcus neoformans lysis via adenylate kinase release. C. neoformans lysis, adenylate kinase release luminescence, 4 h; normalised: neutral wells 0, clomiphene wells 100. lysis activity, % at 15 µM. hit rate 0.2% among 360,000;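 active means mean lysis activity across replicates of at least 80%, whatever share of replicates individually reach that level; inactive means mean lysis activity below 80%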
#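 Test system: log-phase Cryptococcus neoformans yeast cells. Input: 5 × 10^6 yeast cells/mL. Medium: fresh YPD growth medium. Doses: single dose. Incubation: static 4 h at 37 °C with compound, 1 h detection. Measured by: luminescent adenylate kinase detection reagent. Read-out: signal increase indicating cell lysis. Benchmarks: Clomiphene.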
# PGC1a acetyl inh: PGC1a acetylation modulation, inhibitor mode | U2OS PGC1a acetylation, AlphaScreen anti-acetyl-lysine; with virally co-expressed GCN5 acetyltransferase | inhibition, % at 15.6 µM | hit rate 0.17% among 350,000;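 active means every replicate shows inhibition of at least 40%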;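 further: 0% = neutral control wells and 100% = positive control wells; some results beyond the cut were filed as inactive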
# Statin myotox sup: suppressors of simvastatin-induced myotoxicity in C2C12 myotubes; AID 602340; hit rate 0.78% among 330,000; ATP luminescence, 48 h; scaled: DMSO 0, geranylgeraniol control 100; rescue of ATP level, % at 7.49 µM;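 active means mean ATP rescue above about 67%, or every replicate alone reaching that limit, limit read from the data, passing the limit was not always enough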;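 further: myotubes were challenged with 10 µM simvastatin during compound exposure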
# PAX8 reporter: inhibitors of PAX8 transcriptional activity in RMG-I cells; RMG-I TPO-luciferase reporter, SteadyGlo, 24 h; hit rate 1.2% among 360,000; inhibition, % at 12.6 µM;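 active means mean replicate inhibition at least 60% with every replicate also reaching 60%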;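 further: luciferase light reporting Pax8 driven TPO promoter activity; plate controls were median of neutral control wells for no effect and mitoxantrone controls for full effect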
# LGR2 inh: blocks bursicon-induced cAMP signaling via Drosophila LGR2; HEK293 LGR2, CRE-luciferase, bursicon-stimulated, 4 h; inhibition, % at 9.99 µM; hit rate 0.35% among 380,000; AID 720647;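 active means drop in luminescence signal, shown as inhibition above about 50% in the replicate tests, limit read from the data, passing the limit was not always enough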;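 further: agonist challenge used bursicon conditioned medium at about half maximal strength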
# Numbers without * were called inactive; · = not tested or not shown.
SMILES,ARNT TACC3 PPI,PglD DTNB,INS-1E GSIS act,Cneo AK release,PGC1a acetyl inh,Statin myotox sup,PAX8 reporter,LGR2 inh
Cc1cc(C)c(N=Cc2c(O)[nH]c(=O)[nH]c2=O)c(C)c1,1,1,24,0,5,-1,-12,-7
CC1CCN(C(=O)COC(=O)c2cn(C)c3ccccc23)CC1,·,4,-9,-2,7,7,-14,-16
O=[N+]([O-])c1ccc(CNCCc2ccccc2)cc1,13,-1,-1,7,-6,-1,-23,-10
CCN1CCN(C(=O)Cc2ccccc2OC)CC1,8,·,12,·,-3,·,10,9
Nc1ccccc1C(=O)OCC(=O)N1CCc2ccccc21,·,-2,2,-2,-4,·,·,-47
CC1CCN(c2cc(Br)c([N+](=O)[O-])cc2F)CC1,-2,2,3,-1,4,-9,-9,-5
Cc1cc(C(=O)N=Nc2c(O)n(C)c3ccccc23)c(C)o1,-2,-3,-6,-6,·,-20,-163,-8
N#CCCn1cc(C=C2C(=O)NC(=O)NC2=O)c(-c2ccccc2)n1,-8,·,-5,·,·,·,-6,11
O=C(CNC1CCCCC1)N1CCC2(CC1)OCCO2,-4,4,·,-1,-8,·,19,·
O=C/C=C/c1ccccc1,-6,5,0,-2,-2,-8,·,-9
CCC1(c2ccccc2)C(=O)NC(=O)NC1=O,-3,0,27,1,-15,-2,·,7
CN1CCc2nc3sc(C(=O)NC4CC4)c(N)c3cc2C1,0,·,-4,·,·,·,-20,6
CCOc1ccc(N2C(=O)NC(=O)/C(=C\c3ccc(N4CCOCC4)cc3C)C2=O)cc1,0,·,2,·,·,·,-1,8
O=C1NC(=O)N(c2ccc3c(c2)OCO3)C(=O)/C1=C/c1ccc(N2CCCCC2)o1,-1,0,-19,0,52,-2,·,-2
CCN(C(=O)COC(=O)c1cc(C)n(C2CC2)c1C)c1ccccc1,·,-1,-13,-5,·,2,5,8
COc1cc(Br)cc(CN2CCN(C)CC2)c1O,4,·,0,·,-1,17,·,·
CC12CN3CC(C)(CN(C1)C3c1cccs1)C2O (configuration not stated),-3,-3,·,-1,·,6,-8,·
COC(=O)C1=C(c2cccc(OCc3ccccc3)c2)C[C@@H]2CC[C@H]1N2C(=O)NCc1ccc(Br)cc1,-13,5,8,-3,-2,3,33,-6
Cc1c(CC(=O)N2C[C@H]3C[C@@H](C2)c2cccc(=O)n2C3)c(=O)oc2c(C)c(O)ccc12,-4,3,-6,-1,-1,-2,·,-11
O=C(c1cc(-c2ccc(Cl)cc2)n(-c2ccc(Cl)cc2Cl)n1)N1CCOCC1,-2,5,·,1,6,7,·,·
ClCCN(CCCl)c1ccc(-n2cnc3c(Cl)ncnc32)cc1,-3,-2,·,0,4,6,24,22
COc1ccccc1CN1CCN(C(=O)COc2ccccc2)CC1,-4,0,·,-1,-14,-3,-1,·
Cc1ccccc1-n1c(O)c(C=Nc2ccc(N(C)C)cc2)c(=O)[nH]c1=O,3,0,·,-2,12,-2,·,·
CCCCC(C)C(OC(=O)CC(CC(=O)O)C(=O)O)C(CC(C)CC(O)CCCCC(O)CC(O)C(C)N)OC(=O)CC(CC(=O)O)C(=O)O (configuration not stated),-5,2,12,5,9,-7,·,3
COc1ccc(-n2c(-c3ccccc3F)nc3ccccc3c2=O)cc1,·,-1,3,-1,3,-3,-10,-26
O=C(N/N=C/c1c(O)n(CCc2ccccc2)c(=O)[nH]c1=O)c1ccccc1O,44,·,-8,·,1,·,18,4
NNP(=O)(CC(=O)c1ccccc1)c1ccccc1 (configuration not stated),·,2,-19,1,10,·,-5,12
Cc1cccc(-n2c(O)c(C=NCc3cccnc3)c(=O)[nH]c2=O)c1C,-11,10,·,0,-2,-4,·,·
Cc1cc(/C=C2\C(=O)NC(=O)N(Cc3ccco3)C2=O)c(C)n1-c1ccc(C(=O)O)cc1,0,-5,19,0,8,3,9,3
O=c1c2ccccc2nc(-c2ccc(Cl)cc2Cl)n1-c1ccncc1,-4,-5,·,0,0,7,·,·
O=C1NC(=O)C(=Cc2ccc(SC3CCCCC3)o2)C(=O)N1,-8,·,2,·,·,·,-4,4
COC1C(O)C(C)OC(OC2CCC3(C=O)C(CCC4C3CCC3(C)C(C5=CC(=O)OC5)CCC43O)C2)C1O (configuration not stated),2,-4,-8,0,82*,11,·,84*
O=C(Nc1nccs1)C(Cl)(Cl)Cl,-7,·,8,·,·,·,-3,4
O=C(Nc1ccc(Br)cc1)N1C[C@H]2C[C@@H](C1)c1cccc(=O)n1C2,-31,3,·,1,3,-6,·,-5
CC[C@H]1CN2CCC1C[C@H]2[C@H](O)c1ccnc2ccc(OC)cc12 (some centres not stated),3,-3,·,2,·,-3,4,·
NCCc1c[nH]c2ccc(OCc3ccccc3)cc12,14,·,-3,·,·,·,6,0
CC(C)N1C(=O)CC2(CC[N+](C)(CCOC(=O)C(O)(c3ccccc3)c3ccccc3)CC2)C1=O (configuration not stated),-10,0,2,-1,1,23,·,-9
N#Cc1ccc(NC(=O)CN2C(=O)NC3(CCCCCCC3)C2=O)cc1Cl,·,7,-56,-1,0,-15,29,14
COC(=O)C1=C(c2ccc(OC)c(OC)c2)C[C@@H]2CC[C@H]1N2C(=O)N1CCC(O)CC1,-4,-2,18,1,-12,-8,-33,1
CN(C)CCCN=Cc1c(O)n(Cc2ccco2)c(=O)[nH]c1=O,3,1,18,-1,1,-1,-6,3
O=c1c2ccccc2nc(CBr)n1-c1ccc(Cl)cc1,·,2,8,-1,·,5,8,-16
CC(CN1CCOCC1)C(C#N)(c1ccccc1)c1ccccc1 (configuration not stated),-27,·,-18,·,-6,0,-18,6
COc1ccc(C(=O)C2CN(C)CC2C(=O)c2ccc(OC)cc2)cc1 (configuration not stated),6,-3,3,0,20,152*,·,4
CNP1(NC)=Nc2nn(-c3ccccc3)c(N)c2C(c2ccccc2)=N1,2,0,·,-3,10,8,·,·
CN1CC[C@]23c4c5ccc(OC6OC(C(=O)O)[C@@H](O)C(O)[C@H]6O)c4OC2C(O)C=CC3[C@H]1C5 (some centres not stated),·,4,-15,4,2,5,·,-13
C=CCOC(=O)C1=C(C)OC(N)=C(C#N)C12C(=O)N(CN1CCOCC1)c1ccccc12 (configuration not stated),-28,-2,·,2,-2,111*,·,·
COc1ccc(-c2cc(=Nc3ccccc3)c3cc(C)ccc3o2)cc1,5,-6,-4,-3,-1,·,-69,2
O=C(c1c[nH]c2ccc(S(=O)(=O)N3CCC4(CC3)OCCO4)cc2c1=O)N1CCC2(CC1)OCCO2,0,·,14,·,-14,·,-26,13
CCCCNC(C)Cc1ccccc1 (configuration not stated),-3,4,29,-5,-12,-2,·,-8
COC(=O)C1=C(c2ccc(OC)c(OC)c2)C[C@@H]2CC[C@H]1N2C(=O)NCc1ccc(F)cc1,6,6,-23,4,·,0,4,2
CCn1c(NN=O)nc2ccccc21,48*,-7,0,-3,21,-15,42,7
Cn1cccc1CN1CCN(C(=O)COc2ccccc2)CC1,5,3,·,3,15,7,·,·
O=P(N[C@@H](c1ccccc1)[C@@H]1C[C@H]1CO)(c1ccccc1)c1ccccc1,-4,0,-4,1,-8,8,14,10
COC(=O)[C@H]1[C@H](CO)[C@H]2Cn3c(ccc(-c4cccc(OC)c4)c3=O)[C@@H]1N2CC1CC1,-5,-1,6,-3,·,10,·,4
O=C(O)CCCOc1ccc(Cl)cc1Cl,-5,0,·,-2,3,-2,-19,·
CC(C)(C)n1nnnc1C(c1cc2ccccc2o1)N1CCC2(CC1)C(=O)NCN2c1ccccc1 (configuration not stated),·,4,-12,1,-7,0,14,29
COc1cc(C(=O)NN=Cc2ccc(N(CCCl)CCCl)cc2)cc(OC)c1OC,4,-5,·,-1,10,-1,18,9
Cc1nnc2n1-c1ccc(Br)cc1C(c1ccccc1Cl)=NC2,-3,-3,15,-1,9,14,·,3
O=c1oc2ccccc2c(O)c1[C@H]1c2ccc(O)cc2Oc2c1c(=O)oc1ccccc21,-3,4,-49,-5,8,33,2,-3
N#Cc1c(/N=C/c2c(O)n(Cc3ccco3)c(=O)[nH]c2=O)sc2c1CCCC2,13,-2,·,-3,21,9,·,·

# Random excerpt: 3 entries already listed.
SMILES,ARNT TACC3 PPI,PglD DTNB,INS-1E GSIS act,Cneo AK release,PGC1a acetyl inh,Statin myotox sup,PAX8 reporter,LGR2 inh
C=CCOC(=O)C1=C(C)OC(N)=C(C#N)C12C(=O)N(CN1CCOCC1)c1ccccc12 (configuration not stated),-28,-2,·,2,-2,111*,·,·
CCCCNC(C)Cc1ccccc1 (configuration not stated),-3,4,29,-5,-12,-2,·,-8
COc1ccc(C(=O)C2CN(C)CC2C(=O)c2ccc(OC)cc2)cc1 (configuration not stated),6,-3,3,0,20,152*,·,4

# More records follow.
SMILES,ARNT TACC3 PPI,PglD DTNB,INS-1E GSIS act,Cneo AK release,PGC1a acetyl inh,Statin myotox sup,PAX8 reporter,LGR2 inh
CCOC(=O)c1ccccc1C(=O)OCC,1,0,·,1,-8,0,-13,2
COCCNC(=O)N1[C@H]2CC[C@@H]1C(C(=O)OC)=C(c1cccc(C#N)c1)C2,-5,0,13,-2,-5,-3,-3,1
CC1CCC2C(C)C(=O)OC3OC4(C)CCC1C32OO4 (configuration not stated),-6,-1,12,1,-8,2,32,1
Cc1cccc(N2C(=O)NC(=O)/C(=C/c3cc4c(cc3[N+](=O)[O-])OCO4)C2=O)c1,0,·,4,·,2,·,-3,12
COc1ccccc1N1C(=O)CC(=O)NC1=O,3,0,3,-1,6,1,-2,-10
COc1ccc(CN2CCCC(C(=O)c3sccc3C)C2)cc1O (configuration not stated),-1,·,29,·,·,·,2,13
O=C(CNC(=O)c1ccccc1Cl)Nc1ccc(Br)cc1C(=O)c1ccccc1,-1,·,-26,·,·,·,20,-1
CC1(C)Cc2c(C#N)c(N3CCNCC3)nc(-c3ccco3)c2CS1,-3,0,12,-2,13,·,10,-10
COc1ccc([C@@H](O)[C@@H](N)c2ccccc2)cc1,·,2,·,0,-1,·,-1,·
[N-]=[N+]=CC(=O)OC[C@H](N)C(=O)O,-1,5,·,0,·,0,-6,0
C#C[C@]1(O)CCC2C3C(=O)C=C4C(Cl)=CCC[C@]4(C)C3CC[C@@]21C (some centres not stated),7,-3,·,-2,-28,-14,1,-3
O=C1NC(=O)N(c2ccccc2)C(=O)/C1=C\C=C\c1ccccc1,-1,4,·,-1,-3,·,-6,-3
N[C@@H](Cc1c[nH]c2ccccc12)c1nnc(SCc2ccccc2)o1,8,·,·,0,-42,-3,·,·
O=C1/C(=C/c2cccnc2)N2CCC1CC2,-8,·,14,·,19,-1,5,-9
COc1ccc2c(c1)C1(C)CCN(C)CC(C1)C2O (configuration not stated),·,0,·,1,·,·,9,4
CC(C)(C)c1ccc(C(=O)C2CCCN(C3CCC3)C2)cc1 (configuration not stated),0,-2,-6,0,4,5,2,-5
COc1ccccc1N1CCN(CCc2c[nH]c3cc4c(cc23)OCO4)CC1,21,·,3,·,·,·,-14,0
CCOc1cc(C)cc2oc(=O)c3c(c12)CCCC3,-1,·,9,0,1,-5,5,15
CC(=O)N1CN(C(C)=O)CN(C(C)=O)C1,-3,·,22,·,7,4,7,5
CCCCCCCCc1ccc(O)cc1,·,8,0,-3,-8,-16,·,-3
O=C(C1CC(=O)N(C2CCCC2)C1)N1CCC2(CC1)OCCO2 (configuration not stated),-2,-2,17,1,-4,-11,·,-14

# Screens: PubChem, Broad Institute

# A portion of the library (hit frequency here may not be typical).
